S100A4 inh HTS = inhibitors of S100A4-myosin IIA peptide binding, primary screen, biochemical, fluorescence polarization, TAMRA-MyoIIA peptide; inhibition, % at 10.7 µM; hit rate 0.14% among 360,000; Protein S100-A4 (Homo sapiens), P26447;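 active = mean inhibition of at least 70% across replicates, with every replicate also reaching that level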
Target sequence (P26447 whole entry, looked up): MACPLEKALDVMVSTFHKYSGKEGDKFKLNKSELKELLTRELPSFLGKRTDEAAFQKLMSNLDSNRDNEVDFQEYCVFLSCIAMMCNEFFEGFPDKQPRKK
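Material: S100A4 monomer protein | Medium: HEPES pH 7.2 with CaCl2, KCl, NaCl, DTT, Triton | Reagent: Labelled myosin peptide probe, 5 nM | Doses: One dose per compound | Times: 5 min incubation before reading | Benchmarks: Neutral control DMSO, positive control TFP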
PGC1a acetyl inh = inhibitors of PGC1a acetylation signal, primary screen, cell-based, U2OS, AlphaScreen, inhibitor mode; AlphaScreen anti-acetyl-lysine; with virally co-expressed GCN5 acetyltransferase; hit rate 0.17% among 350,000; AID 651687, 2012; inhibition, % at 15.6 µM;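 active = every replicate shows inhibition of at least 40%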;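 note: 0% = neutral control wells and 100% = positive control wells; some results beyond the cut were filed as inactive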
SIRT5 inh = SIRT5 desuccinylase inhibitors, primary screen, biochemical, fluorescence imaging, single point, set 5; NAD-dependent protein deacylase sirtuin-5, mitochondrial (Homo sapiens), Q9NXA8; Purified SirT5, succinyl-peptide AMC, trypsin-coupled fluorescence; hit rate 1.1% among 330,000; inhibition, % at 15 µM; in the data active = inhibition above about 15%
ERAP1 inh = human ERAP1 aminopeptidase inhibitors, primary screen, biochemical, single point, plate reader | hit rate 0.15% among 340,000 | inhibition, % at 10.7 µM | recombinant ERAP1, Leu-AMC fluorescence, 60 min | AID 652197, 2013;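 active = mean replicate inhibition of at least 30%, or all replicates individually reaching that 30% level; inactive = mean below 30% and not every replicate reaching it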;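 note: 0% = neutral control wells and 100% = L-leucinethiol positive control wells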
Target sequence (Q9NZ08 whole entry, looked up): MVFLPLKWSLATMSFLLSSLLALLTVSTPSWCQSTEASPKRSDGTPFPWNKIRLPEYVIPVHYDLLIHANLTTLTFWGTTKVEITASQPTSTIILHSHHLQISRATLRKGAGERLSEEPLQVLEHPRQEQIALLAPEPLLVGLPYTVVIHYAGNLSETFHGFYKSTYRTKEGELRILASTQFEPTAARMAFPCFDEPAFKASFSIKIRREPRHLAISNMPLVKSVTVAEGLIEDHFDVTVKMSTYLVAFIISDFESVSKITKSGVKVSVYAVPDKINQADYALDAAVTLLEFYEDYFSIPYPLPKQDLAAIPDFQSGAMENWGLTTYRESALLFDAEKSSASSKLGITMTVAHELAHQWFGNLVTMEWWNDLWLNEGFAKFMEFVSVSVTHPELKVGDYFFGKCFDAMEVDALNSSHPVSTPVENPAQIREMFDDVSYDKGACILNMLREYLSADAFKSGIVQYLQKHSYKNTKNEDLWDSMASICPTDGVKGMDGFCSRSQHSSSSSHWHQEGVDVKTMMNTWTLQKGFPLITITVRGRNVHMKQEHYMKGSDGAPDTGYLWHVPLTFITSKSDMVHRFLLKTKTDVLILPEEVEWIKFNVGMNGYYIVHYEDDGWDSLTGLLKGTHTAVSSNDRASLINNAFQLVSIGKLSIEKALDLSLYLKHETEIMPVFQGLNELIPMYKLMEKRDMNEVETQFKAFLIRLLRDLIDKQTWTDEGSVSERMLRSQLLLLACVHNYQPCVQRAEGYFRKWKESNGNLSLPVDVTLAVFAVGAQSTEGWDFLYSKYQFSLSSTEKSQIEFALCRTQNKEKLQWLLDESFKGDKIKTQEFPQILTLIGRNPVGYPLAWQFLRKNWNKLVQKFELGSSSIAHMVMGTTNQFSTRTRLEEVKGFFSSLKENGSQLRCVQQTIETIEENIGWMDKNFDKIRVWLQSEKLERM
Xi reactivation = activators of inactive X chromosome reactivation, primary screen, imaging, XiGFP fibroblasts, GFP high-content imaging, set 2; XiGFP mouse fibroblasts, % GFP-positive cells imaging, 3 d; cells co-treated with 5-aza-dC sensitizer; scaled so ellipticine positive control = 100%; activation, % at 7.58 µM; hit rate 0.055% among 360,000; AID 743238, 2013;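 active = mean normalized replicate activation at least 10% and every replicate at or above 10%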;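 note: 0% = median of on-plate neutral control wells and 100% = ellipticine 6 µM median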
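System: XiGFP fibroblasts, SV40-immortalized. Medium: DMEM plus 5-aza-dC sensitizer. Doses: single point. Timing: 3 d treatment, 15 min room-temperature fixation. Control set: ellipticine 6 µM.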
LGR2 antag = inhibitors of bursicon-induced LGR2 CRE-luciferase signal, primary screen, cell-based, HEK293, CRE-luciferase reporter, bursicon stimulation. bursicon-stimulated, 4 h. hit rate 0.35% among 380,000. inhibition, % at 9.99 µM. Drosophila bursicon receptor LGR2 (rickets). AID 720647, 2013;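 active = drop in luminescence signal, shown as inhibition above about 50% in the replicate tests, limit read from the data, passing the limit was not always enough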;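 note: agonist challenge used bursicon conditioned medium at about half maximal strength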
Cneo AK release = Cryptococcus neoformans cell lysis inducers, primary screen, AK release luminescence, single concentration; C. neoformans lysis, adenylate kinase release luminescence, 4 h; normalised: neutral wells 0, clomiphene wells 100; lysis activity, % at 15 µM; hit rate 0.2% among 360,000;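 active = mean lysis activity across replicates of at least 80%, whatever share of replicates individually reach that level; inactive = mean lysis activity below 80%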
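Material – log-phase Cryptococcus neoformans yeast cells · Input – 5 × 10^6 yeast cells/mL · Medium – fresh YPD growth medium · Doses – single compound concentration per well · Timing – static 4 h at 37 °C with compound, 1 h detection · Detection – adenylate kinase release luminescence · Read-out – signal increase indicating cell lysis · Control set – Clomiphene as positive lysis control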
C2C12 statin = suppressors of statin myotoxicity in C2C12 myotubes, primary screen, cell-based, single point, plate reader | hit rate 0.78% among 330,000 | rescue of ATP level, % at 7.49 µM | C2C12 myotubes + simvastatin, ATP luminescence, 48 h; scaled: DMSO 0, geranylgeraniol control 100 | AID 602340, 2012;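 active = mean ATP rescue above about 67%, or every replicate alone reaching that limit, limit read from the data, passing the limit was not always enough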;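 note: myotubes were challenged with 10 µM simvastatin during compound exposure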
Starred values were filed as active, the others as inactive. An excerpt, so the mix of outcomes need not match the whole.

For COc1ccccc1CNC(=O)C1CCCN(S(=O)(=O)c2c(C)[nH]c(=O)[nH]c2=O)C1 (configuration not stated) the results were PGC1a acetyl inh -16, LGR2 antag 17, Cneo AK release 1 and C2C12 statin -3.
For Cc1ccc(N(C(=O)c2snc(C(N)=O)c2N)C(C(=O)NCc2ccccc2)c2ccncc2)c(C)c1 (configuration not stated) the results were S100A4 inh HTS 43, PGC1a acetyl inh -2, SIRT5 inh -2, ERAP1 inh 6, Xi reactivation 0.1, LGR2 antag 7, Cneo AK release 2 and C2C12 statin -54.
Cc1ccc(C(=O)NNC(=O)C2CCN(C(=O)OC(C)(C)C)CC2)cc1 was read as S100A4 inh HTS -9, PGC1a acetyl inh 5, SIRT5 inh 0, ERAP1 inh -1, Xi reactivation 0.0, LGR2 antag 1, Cneo AK release 2 and C2C12 statin -22.
`O=C(NCCN1CCCCC1)Nc1ccccc1Cl` gave S100A4 inh HTS -45, ERAP1 inh -5, Xi reactivation -0.1, LGR2 antag -15, Cneo AK release -1 and C2C12 statin -3.
`C[C@@H]1CCCCO[C@@H](CN(C)S(C)(=O)=O)[C@H](C)CN([C@H](C)CO)C(=O)c2cc(NC(=O)C3CCCCC3)ccc2O1` gave S100A4 inh HTS -16, PGC1a acetyl inh -10, SIRT5 inh 0, ERAP1 inh -1, Xi reactivation 1.3, LGR2 antag 4, Cneo AK release 4 and C2C12 statin -9.
Cc1cccc(NC(=O)CCNC(=O)c2ccco2)c1 was read as S100A4 inh HTS 2, SIRT5 inh 0, ERAP1 inh -2, Xi reactivation 0.0 and LGR2 antag -5.
CO[C@@H]1CN(C)C(=O)c2cc(NC(=O)C3CC3)ccc2OC[C@H](C)N(Cc2cccc(F)c2)C[C@H]1C was read as S100A4 inh HTS 0, PGC1a acetyl inh 8, SIRT5 inh 4, ERAP1 inh 3, Xi reactivation -0.3, LGR2 antag 17, Cneo AK release -4 and C2C12 statin -12.
`COc1ccc(CN(C)C[C@H]2Oc3ccc(NC(=O)Nc4ccc(OC)cc4)cc3C(=O)N([C@H](C)CO)C[C@@H]2C)cc1` gave S100A4 inh HTS 1, SIRT5 inh 0, ERAP1 inh 1, Xi reactivation 0.1, LGR2 antag 6, Cneo AK release -5 and C2C12 statin -7.
`O=C1c2ccccc2C(=O)N1Cc1cccnc1` gave S100A4 inh HTS 1, PGC1a acetyl inh 2, SIRT5 inh 5, ERAP1 inh 0, Xi reactivation 0.0 and LGR2 antag 21.
For COc1ccc(-n2c(=S)[nH]c3cc(C(=O)Nc4ccc(F)cc4)ccc3c2=O)c(OC)c1 the results were S100A4 inh HTS -7, PGC1a acetyl inh -4, SIRT5 inh 3, ERAP1 inh 1, Xi reactivation 0.2, LGR2 antag 1, Cneo AK release -1 and C2C12 statin 10.
Screening CCN(c1ccccc1)S(=O)(=O)c1ccc(C(=O)N2CCOCC2)cc1 returned S100A4 inh HTS -2, PGC1a acetyl inh 0, SIRT5 inh -1, ERAP1 inh -10, Xi reactivation 0.1, LGR2 antag -4, Cneo AK release 1 and C2C12 statin 14.
Screening NC1=NC[C@H](Cc2ccc(O)cc2)N1CCC12CC3CC(CC(C3)C1)C2 returned S100A4 inh HTS -6, PGC1a acetyl inh 1, SIRT5 inh -1, ERAP1 inh 5, Xi reactivation 0.3, Cneo AK release 1 and C2C12 statin -123.
For O=C(Nc1ccc(C(=O)Nc2ccccc2Cl)cc1)c1cccnc1 the results were S100A4 inh HTS -2, SIRT5 inh -1, ERAP1 inh 3, Xi reactivation 0.1, LGR2 antag -12, Cneo AK release -1 and C2C12 statin 2.
For C/C=C/c1cnc2c(c1)C(=O)N([C@H](C)CO)C[C@@H](C)[C@H](CN(C)C(=O)C1CC1)O2 the results were PGC1a acetyl inh 3, Xi reactivation -1.0, LGR2 antag -1 and C2C12 statin -23.
Screening CCNC(=O)C[C@@H]1CC[C@H]2[C@H](COc3ccc(NC(=O)c4cccs4)cc3C(=O)N2C)O1 returned S100A4 inh HTS 9, PGC1a acetyl inh 9, SIRT5 inh -4, ERAP1 inh 0, Xi reactivation 0.3, LGR2 antag 0, Cneo AK release -1 and C2C12 statin -3.
COC(=O)c1cc(C)c(C)cc1NC1OC(CO)C(O)C1O (configuration not stated) was read as S100A4 inh HTS 5, PGC1a acetyl inh -8, SIRT5 inh -8, ERAP1 inh 0, Xi reactivation 0.1, LGR2 antag -10 and C2C12 statin -5.
For S=C1NCc2cncnc2N1 the results were S100A4 inh HTS -4, ERAP1 inh 0, Xi reactivation 0.0 and LGR2 antag 7.
CCCn1nc(C(=O)Nc2ccc(-n3cnnn3)cc2)c2ccccc2c1=O was read as S100A4 inh HTS -1, PGC1a acetyl inh -3, SIRT5 inh -1, ERAP1 inh -3, Xi reactivation 0.2, LGR2 antag 19, Cneo AK release 0 and C2C12 statin -11.
For COc1ccccc1N(CC(O)Cn1nc(C)cc1C)S(=O)(=O)c1ccccc1 (configuration not stated) the results were S100A4 inh HTS 0, PGC1a acetyl inh 5, SIRT5 inh 1, ERAP1 inh -4, Xi reactivation 0.0 and LGR2 antag -12.
`Oc1ccc(N=Nc2ccc(Br)cc2)c(O)c1` gave S100A4 inh HTS -3, PGC1a acetyl inh 9, SIRT5 inh -5, ERAP1 inh 3, Xi reactivation 0.1, LGR2 antag -20, Cneo AK release -5 and C2C12 statin -25.
`COc1ccc(CCNC2CCc3ccccc3C2)cc1` (configuration not stated) gave S100A4 inh HTS -4, SIRT5 inh -2, ERAP1 inh -2, Xi reactivation -0.1, LGR2 antag 4, Cneo AK release 1 and C2C12 statin 6.
For CC(C)c1ccc(NC(=O)N2CCc3ccccc3C2)cc1 the results were S100A4 inh HTS 6, SIRT5 inh -2, ERAP1 inh 5, Xi reactivation 0.1 and LGR2 antag -79.
`CC1CN(C(=O)c2ccccc2)c2ccccc2NC1=O` (configuration not stated) gave PGC1a acetyl inh 9, Xi reactivation 0.0, LGR2 antag -8, Cneo AK release 2 and C2C12 statin 13.
COc1ccccc1/C=C/C(=O)N1CCCC1 was read as S100A4 inh HTS -6, SIRT5 inh -1, ERAP1 inh 0, Xi reactivation 0.1 and LGR2 antag -1.

3 compounds picked at random from the list so far, as already listed:
`CC1CN(C(=O)c2ccccc2)c2ccccc2NC1=O` (configuration not stated) gave PGC1a acetyl inh 9, Xi reactivation 0.0, LGR2 antag -8, Cneo AK release 2 and C2C12 statin 13.
COC(=O)c1cc(C)c(C)cc1NC1OC(CO)C(O)C1O (configuration not stated) was read as S100A4 inh HTS 5, PGC1a acetyl inh -8, SIRT5 inh -8, ERAP1 inh 0, Xi reactivation 0.1, LGR2 antag -10 and C2C12 statin -5.
For C/C=C/c1cnc2c(c1)C(=O)N([C@H](C)CO)C[C@@H](C)[C@H](CN(C)C(=O)C1CC1)O2 the results were PGC1a acetyl inh 3, Xi reactivation -1.0, LGR2 antag -1 and C2C12 statin -23.

Next section:
For FC(F)(F)c1cc(CCN2CCNC[C@@H]2c2ccccc2)cc(C(F)(F)F)c1 the results were S100A4 inh HTS 2, SIRT5 inh -10, ERAP1 inh 3, Xi reactivation 0.1, LGR2 antag 9, Cneo AK release 20 and C2C12 statin -12.
Screening CC(NC(=O)CSc1ccccc1C(=O)O)C1CC2CCC1C2 (configuration not stated) returned S100A4 inh HTS 0, SIRT5 inh -5, ERAP1 inh -1, Xi reactivation 0.2, LGR2 antag 16 and C2C12 statin 9.
Screening O=C(CCN1C(=O)c2ccccc2S1(=O)=O)Nc1ccc2c(c1)OCCO2 returned S100A4 inh HTS 6, PGC1a acetyl inh -4, SIRT5 inh -7, ERAP1 inh 1, LGR2 antag -20, Cneo AK release 0 and C2C12 statin -16.
For O=C(c1cccc(C(F)(F)F)c1)N(c1ccccn1)C1CCCCC1 the results were S100A4 inh HTS -6, PGC1a acetyl inh -18, SIRT5 inh -2, ERAP1 inh -2, Xi reactivation 0.0 and LGR2 antag 14.
NC(=O)c1cnccn1 was read as S100A4 inh HTS -8, PGC1a acetyl inh -2, SIRT5 inh -3, ERAP1 inh -2, Xi reactivation 0.0, LGR2 antag -13, Cneo AK release -1 and C2C12 statin 5.
`O=C(Oc1ccccc1)N1CCOCC1` gave S100A4 inh HTS 0, PGC1a acetyl inh -1, SIRT5 inh -2, ERAP1 inh 4, Xi reactivation 0.2, LGR2 antag 1, Cneo AK release -2 and C2C12 statin 2.
For Cc1nc(C(=O)NCCC(C)C)sc1C1(C)CC(c2cccc([N+](=O)[O-])c2)=NO1 (configuration not stated) the results were S100A4 inh HTS 2, SIRT5 inh -1, ERAP1 inh -2, Xi reactivation 0.0, LGR2 antag -1, Cneo AK release -7 and C2C12 statin -19.
`CCCn1c(N)c(C(=O)CSc2nc(C)nc3sc(C)c(C)c23)c(=O)[nH]c1=O` gave S100A4 inh HTS -7, PGC1a acetyl inh -19, SIRT5 inh -3, ERAP1 inh -1, Xi reactivation -0.1, LGR2 antag -13, Cneo AK release -4 and C2C12 statin -13.
`CC1CCCC(NC(=O)CCNC(=O)c2ccc(Cl)cc2)C1C` (configuration not stated) gave S100A4 inh HTS -31, SIRT5 inh 4, ERAP1 inh 2, Xi reactivation 0.1, LGR2 antag -5 and C2C12 statin 6.
`CCn1nc([N+](=O)[O-])c(C(C#N)c2nc3ccccc3n2C)c(Cl)c1=O` (configuration not stated) gave S100A4 inh HTS -1, PGC1a acetyl inh 12, SIRT5 inh 1, ERAP1 inh 4, Xi reactivation 0.0, LGR2 antag 3 and Cneo AK release 2.
For C[C@@H]1CN([C@@H](C)CO)C(=O)CCCn2cc(nn2)CO[C@H]1CN(C)Cc1cccnc1 the results were S100A4 inh HTS -2, PGC1a acetyl inh 5, SIRT5 inh -3, ERAP1 inh 1, Xi reactivation -0.5, LGR2 antag -13, Cneo AK release -12 and C2C12 statin -20.
C[C@H]1CN([C@@H](C)CO)C(=O)Cc2cc(NC(=O)CCN3CCOCC3)ccc2O[C@H]1CN(C)Cc1ccc(C(=O)Nc2ccccc2N)cc1 was read as S100A4 inh HTS -22, PGC1a acetyl inh 2, SIRT5 inh 1, ERAP1 inh -7, Xi reactivation 0.3 and LGR2 antag -10.
C[C@@H]1CN([C@H](C)CO)C(=O)c2cccc(NC(=O)C3CC3)c2O[C@H]1CN(C)S(=O)(=O)c1cccs1 was read as S100A4 inh HTS -2, PGC1a acetyl inh -17, SIRT5 inh -1, ERAP1 inh 1, Xi reactivation 0.0, LGR2 antag -5, Cneo AK release 1 and C2C12 statin -12.
Screening COC(=O)[C@H](CC(C)C)NC(=O)NCCCc1ccccc1 returned Xi reactivation 0.0, LGR2 antag 8, Cneo AK release 1 and C2C12 statin 7.
